# Assay outcomes deposited in PubChem by National Center for Advancing Translational Sciences (NCATS).
# CBFb RUNX1 block: blocks binding between human CBF-beta and RUNX1; Q01196+Q13951; AlphaScreen CBFb-His/RUNX1-biotin binding, biochemical; Potency, µM (top dose mostly 59.8 µM), for the others: top-dose activity, negative = inhibition, actives largely listed as inhibitors; 230,000 tested, under 10 active; also: % of control where 0% means no effect
# Target sequence (Q01196 whole entry, looked up): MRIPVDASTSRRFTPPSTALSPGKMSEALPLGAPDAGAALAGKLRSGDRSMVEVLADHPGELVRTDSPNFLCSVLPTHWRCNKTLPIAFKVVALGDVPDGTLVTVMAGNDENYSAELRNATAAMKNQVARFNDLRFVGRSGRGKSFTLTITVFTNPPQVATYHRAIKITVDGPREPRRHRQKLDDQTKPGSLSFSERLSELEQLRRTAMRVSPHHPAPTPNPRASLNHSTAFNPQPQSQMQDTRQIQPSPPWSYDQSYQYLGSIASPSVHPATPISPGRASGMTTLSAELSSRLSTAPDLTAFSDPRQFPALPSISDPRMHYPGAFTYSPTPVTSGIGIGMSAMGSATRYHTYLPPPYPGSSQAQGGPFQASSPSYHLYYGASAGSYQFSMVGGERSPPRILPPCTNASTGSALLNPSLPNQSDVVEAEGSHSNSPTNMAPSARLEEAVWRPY
# Target sequence (Q13951 whole entry, looked up): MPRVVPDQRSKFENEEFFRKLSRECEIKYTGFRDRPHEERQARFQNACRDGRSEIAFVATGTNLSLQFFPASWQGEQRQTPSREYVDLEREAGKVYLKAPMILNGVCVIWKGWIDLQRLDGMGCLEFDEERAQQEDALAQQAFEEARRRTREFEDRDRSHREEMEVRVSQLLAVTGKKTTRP
#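 His-tagged CBF-beta and biotinylated RUNX1 (30 nM each) were premixed 20 min at room temperature, exposed to compound for 15 min, then given nickel-chelate and streptavidin AlphaScreen beads (50 ng each). After 90 min, AlphaScreen signal was read.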
# Luc counter: counter-screen: inhibitors of Kinase-Glo firefly luciferase; Q27757; Kinase-Glo luciferase, ATP luminescence, 8 min; Potency, µM (top dose mostly 38.3 µM), without a hit: at the highest dose activity change, negative = inhibition, most hits filed as inhibitors; hit rate 0.28% among 200,000; AID 1379; also: potency is read from the fitted curve at half-maximal effect; % is scaled to controls: 0 for no effect and ±100 for the full control effect; nearly all actives have a fitted effect of over 60% in size
#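 Light output from Kinase-Glo luciferase with luciferin and 10 uM ATP in 50 mM imidazole pH 7.2, KCl, MgCl2, Tween 20, BSA; compound pin-delivered, 8-min ambient incubation, then luminescence read.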
# IMPase Li cell: IMPase inhibition in cells with lithium potentiation. CHO-M1 cells, IP1 TR-FRET (IP-One), carbachol + lithium. Potency, µM (doses to about 59.4 µM), inactives show top-dose activity, negative = IMPase inhibition, hits mostly inhibitors. hit rate 0.35% among 210,000. AID 1457;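 also: IP1 builds up when IMPase is blocked and the TR-FRET signal falls; potency is read from the fitted curve at half-maximal effect; plate controls were basal vehicle for no effect and high inhibitor control for full effect; nearly all actives have a fitted effect of over 50% in size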
#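 Concentration–response in CHO-M1 cells, lithium-potentiated; 30 min at 37C. IP1 detected by competitive TR-FRET after 10 min lysis at RT. Hill-fitted AC50.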
# HTT ATP protect: Huntington cell model cytoprotection by ATP luminescence | PC12 HTT-Q103 induced, cytoprotection, ATP luminescence, 40 h | Potency, µM (titrated, usually from 56.4 µM), for inactives: cytoprotection (ATP increase), actives largely listed as activators | hit rate 0.14% among 230,000;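 also: potency is read from the fitted curve at half-maximal effect; % of control where 0% means no effect; nearly all actives have a fitted effect of over 45% in size; toxic huntingtin expression switched on by the ecdysone agonist tebufenozide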
#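 Huntington model: PC12 line, ecdysone-inducible HTTQ103 exon1–GFP, tebufenozide 100 nM. Test articles in a dose series. Endpoint luminescence from cellular ATP.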
# HTT aggregate: mutant huntingtin aggregation inhibition. Potency, µM (highest dose often 46.1 µM), inactives show top-dose activity change, negative = inhibition, actives largely listed as inhibitors. PC12 HttQ103-GFP aggregates, Acumen cytometry, 40 h. AID 1688. hit rate 1.1% among 220,000; also: potency is read from the fitted curve at half-maximal effect; % is scaled to controls: 0 for no effect and ±100 for the full control effect; nearly all actives have a fitted effect of over 60% in size
#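 PC12 cells stably carrying ecdysone-inducible HTT exon 1 Q103–GFP were induced with tebufenozide (100 nM final) and treated with library compounds in titration. GFP aggregates in lysates were counted by laser scanning cytometry.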
# SMN2 splice up: SMN2 splice variant enhancement. HEK293 SMN2-luciferase splicing reporter, luminescence, 30-36 h. Potency, µM (doses to about 46.1 µM), for the others: at the top dose activity change, positive = activation, actives largely listed as activators. hit rate 2.8% among 210,000. AID 1458; also: potency is read from the fitted curve at half-maximal effect; % of control where 0% means no effect; nearly all actives have a fitted effect of over 55% in size
#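 HEK293 cells carry an SMN2 minigene-luciferase reporter in which exon 7 inclusion puts luciferase in frame. Cells were seeded at 2000 cells/well, attached for 10-12 hours, then exposed to compounds for 30-36 hours at 37C before ONE-Glo luminescence.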
# LMNA splice mod: changes lamin A minigene splicing in HeLa cells; HeLa LMNA splicing GFP/RFP minigene ratio, 48 h; Potency, µM (doses to about 46.1 µM), for inactives: at the highest dose ratio change, negative = inhibition, hits mostly inhibitors; hit rate 0.01% among 200,000; active = well fitted inhibition curve with a large enough effect in the signal ratio, with a control signal flat, not every such curve was filed as active; inconclusive = small, poorly fitted or top-dose-only effect, or effect the other way, or a change in a side signal; the % refers to the signal ratio; also: potency is read from the fitted curve at half-maximal effect; % is scaled to controls: 0 for no effect and ±100 for the full control effect
#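 Read-out is the ratio of GFP to DsRed2 object intensity, acquired by 488 nm laser-scanning cytometry on HeLa lamin A-EGFP minigene reporter cells. Compound incubation 48 hrs at 37 °C in Opti-MEM with 2% FBS; DMSO 0.5% final.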
# Active calls of the source: *; ? = inconclusive; nt = not tested or not shown; [ ] = another dose, or the depositor's remark. Unless noted, calls follow the shape of the dose curve; as a rule, active = well fitted curve in the direction sought with a large enough effect; inconclusive = small, poorly fitted or top-dose-only effect, or another doubt; inactive = no such curve, though single readings can be large; an effect the other way counts as inactive or inconclusive. Random draw from the library. Share with any hit: about 4%.
SMILES,CBFb RUNX1 block,Luc counter,IMPase Li cell,HTT ATP protect,HTT aggregate,SMN2 splice up,LMNA splice mod
O=C(Nc1nccs1)c1cc2cc(Cl)ccc2oc1=O,8%,nt,nt,-9%[10 µM],-19%[9.22 µM],nt,nt
COc1cc(-c2cc(C(=O)OCC(=O)Nc3ccc4c(c3)OCO4)c3ccccc3n2)cc(OC)c1OC,-5%,-1%,1%,15%[10 µM],?,?,-12%
CN1CCN(C(=S)NC(=O)c2ccc(S(=O)(=O)N3CCOCC3)cc2)CC1,5%,-2%,7%,17%[10 µM],-2%,1%,-2%[46 µM]
COc1ccc(NC(=O)Nc2cccc([N+](=O)[O-])c2)cc1Cl,-14%,6%,28%,-3%[10 µM],?,-7%,?
COc1cc(SC)ccc1C(=O)NCCN1CCOCC1,8%,nt,nt,14%[10 µM],-7%[9.22 µM],nt,nt
COc1ccc(OC)c(NC(=O)C2CC(=O)n3ncnc3N2)c1 (stereo not given),-4%,-2%,14%[38.3 µM],-2%,9%,17%,3%
Clc1ccccc1Nc1c2c(nc3ncnn13)CCC2,2%,0%,0%[38.3 µM],-15%,7%,-6%,?
CNC(=O)C1CCC(=O)N1Cc1ccc(C)cc1 (stereo not given),8%,-4%,27%[38.3 µM],19%[1.9 µM],-11%,10%,5%
Cc1ccc(Cn2cnc3c(cnn3-c3ccc(F)cc3)c2=O)cc1,-21%,nt,-3%,-15%,-8%,nt,nt
COc1cc(C(=O)OCC(=O)c2c(N)n(C)c(=O)n(C)c2=O)ccc1OCCC(C)C,19%,0%,-9%,-18%[10 µM],30%,11%,21%[46 µM]
O=C(Cn1nc2sc3ccccc3n2c(=O)c1=O)c1ccc(Cl)cc1,2%,nt,nt,29%[10 µM],-15%[9.22 µM],nt,nt
COc1nccc(C(F)(F)F)c1C(=O)Nc1ccc(Cl)cc1,9%,nt,nt,20%[10 µM],-2%[9.22 µM],nt,nt
Cc1ccc(C(=O)NC(=C(Cl)Cl)S(=O)(=O)c2ccc(Cl)cc2)cc1,-4%,-1%,6%,?,?,-3%,nt
CCCCN(C(=S)NC(=O)c1ccccc1)c1c(N)n(Cc2ccccc2)c(=O)[nH]c1=O,1%,1%,7%,21%[10 µM],20%,10%,-11%
CCOC(=O)c1sc(-c2ccc(Cl)cc2)nc1O,-4%,nt,nt,-16%[10 µM],-15%[9.22 µM],nt,nt

# Part of the list above, with values under each structure.
# Sequence of screens – CBFb RUNX1 block | Luc counter | IMPase Li cell | HTT ATP protect | HTT aggregate | SMN2 splice up | LMNA splice mod
- COc1nccc(C(F)(F)F)c1C(=O)Nc1ccc(Cl)cc1
  9% | nt | nt | 20%[10 µM] | -2%[9.22 µM] | nt | nt
- Cc1ccc(C(=O)NC(=C(Cl)Cl)S(=O)(=O)c2ccc(Cl)cc2)cc1
  -4% | -1% | 6% | ? | ? | -3% | nt
- CCCCN(C(=S)NC(=O)c1ccccc1)c1c(N)n(Cc2ccccc2)c(=O)[nH]c1=O
  1% | 1% | 7% | 21%[10 µM] | 20% | 10% | -11%

# New compounds follow.
SMILES,CBFb RUNX1 block,Luc counter,IMPase Li cell,HTT ATP protect,HTT aggregate,SMN2 splice up,LMNA splice mod
CCOc1nc(NC(C)C)nc(NC(C)C)n1,0%,-6%,-10%[38.3 µM],-1%,-3%,-10%,5%
Cc1ccc(CN2CCN(C(=O)c3ccco3)CC2)cc1,1%,1%,7%,19%[10 µM],-6%,-4%,-7%
Cc1ccc(C2=NN(C(=O)CN3C(=O)c4ccccc4S3(=O)=O)C(c3ccco3)C2)cc1 (stereo not given),-8%,1%,6%,nt,2%,18%,nt
CCOC(=O)c1csc(NC(=O)CSc2nnnn2CC)n1,-1%,1%,-14%[38.3 µM],-27%[10 µM],11%,-13%,20%
COC(=O)c1ccccc1NC(=O)CCS(=O)(=O)c1ccc(Br)cc1,?,-1%,12%,-13%,10%,2%,nt
Cc1ccc(C(O)CSc2nnc(-c3ccc4ccccc4c3)n2C)cc1 (stereo not given),9%,nt,nt,7%[10 µM],13%[9.22 µM],nt,nt
O=C(CSc1ncnc2ccccc12)Nc1ccc2c(c1)OCO2,5%,5%,24%[38.3 µM],14%,21%,-30%[inhibitor],?
Cc1ccc(S(=O)(=O)NC(C)C(c2cccs2)N2CCN(C)CC2)cc1 (stereo not given),-4%,2%,16%,13%[10 µM],-6%,9%,-2%
COc1cccc(C(=O)N2CCN(C(=O)Cc3ccccc3)CC2)c1,-1%,4%,-2%,12%[10 µM],-8%,-7%,6%[46 µM]
Cc1cc(NC(=O)CSc2nc3cc(C(=O)NCCCOC(C)C)ccc3c(=O)n2Cc2ccco2)no1,3%,1%,-5%,-28%,4%,-11%,nt
CN(C(=O)CN(c1ccccc1)S(=O)(=O)c1ccc(F)cc1)C1CCS(=O)(=O)C1 (stereo not given),1%,nt,nt,3%[10 µM],-16%[9.22 µM],nt,nt
O=C(CSc1nc2scc(-c3ccccc3)c2c(=O)[nH]1)NC1CCCCC1,-1%,nt,?,-32%,4%,nt,nt
O=C(C[N+]1(CC#Cc2ccccc2)CCCCC1)c1ccccc1,-8%,0%,25%,-31%[inhibitor],?,-7%,-22%[9.22 µM]
C/C(=N/N1CCN(c2ccccn2)CC1)c1ccc([N+](=O)[O-])cc1,-7%,0%,-1%[38.3 µM],-16%,24%,-13%,16%
CCCCNc1cc(F)nc(N)n1,5%,1%,-2%,?,-16%,2%,nt
CCOC(=O)N1CCC(NC(=O)c2ccc3c(c2)N(Cc2ccc(C)cc2)CCS3)CC1,10%,0%,-6%[38.3 µM],20%[10 µM],-9%,-21%,-12%
CCOC(=O)c1ccc(N=Nc2c(C)c(C#N)c(O)[nH]c2=O)cc1,-7%,-4%,-7%,-46%[inhibitor],-5%,50%,nt
COc1ccc(N2CC(O)=C(c3nc4ccccc4s3)C2=N)c(OC)c1,-2%,2%,9%[38.3 µM],-20%,-11%,7%,-9%
COc1cc(/C=C2\CCCc3c2nc2ccccc2c3C(=O)O)cc(OC)c1O,10%,nt,nt,1%[10 µM],-8%[9.22 µM],nt,7%[46 µM]
O=C(CN1CCOCC1)Nc1ccccc1C(=O)O,3%,-1%,13%[38.3 µM],-13%,6%,4%,20%
O=C(CNCc1ccccc1Cl)Nc1ccccc1N1CCCCC1,7%,3%,23%,19%[10 µM],9%[9.22 µM],-14%,4%[46 µM]
Cc1ccc(N2C(=O)NC(NC(=O)C(C)(C)C)(C(F)(F)F)C2=O)cc1C (stereo not given),3%,2%,-1%,-14%[10 µM],-11%,-2%,?
CCCc1nc2sc3c(c2c(=O)n1NC(=O)CCCl)CCCC3,1%,16%,0%[38.3 µM],-14%,12%,-9%,?
Cc1c(NC(=O)C2CC(c3c(F)cccc3Cl)=NO2)c(=O)n(-c2ccccc2)n1C (stereo not given),5%,-1%,6%[38.3 µM],5%[0.074 µM],3%,8%,20%
Clc1ccccc1CONc1ncnc2nonc12,-3%,13%,4%,nt,17%,14%,?
CN(C)C(CNc1ncnc2sc3c(c12)CCCC3)c1ccco1 (stereo not given),-2%,nt,14%,-9%[10 µM],-10%,nt,nt
CC1(c2ccccc2)CC2CC(c3ccccc3)N1O2 (stereo not given),4%,-4%,0%[38.3 µM],27%,6%,-20%,7%
COc1ccc(Sc2nnc(-c3ccccc3)cc2C#N)cc1,14%,1%,?,7%,-1%,-5%,15%
Cc1ccc2oc(=O)c3cnn(CC(=O)NC4CCN(Cc5ccccc5)CC4)c3c2c1,0%,-1%,-1%[38.3 µM],-1%,-6%,-25%,1%
O=[N+]([O-])c1cccc2ccc(/C=C/c3ccc(Cl)cc3)nc12,2%,nt,nt,5%[10 µM],?,nt,?
CN(C(=O)COC(=O)c1cccc(NS(=O)(=O)c2ccc(F)c(F)c2)c1)C1CCS(=O)(=O)C1 (stereo not given),23%,1%,16%,-17%,17%,?,-28%[46 µM]
COc1ccc(S(=O)(=O)Nc2ccccn2)c(C)c1C,4%,0%,15%[38.3 µM],0%,8%,nt,-7%
Cc1ccc2c(COC(=O)C3=COCCO3)cc(=O)oc2c1,2%,-5%,-8%[38.3 µM],-1%[10 µM],11%,?,5%
O=C(NCC(=O)N(Cc1ccccc1)C(C(=O)NC1CCCCC1)c1ccco1)c1ccco1 (stereo not given),3%,2%,-13%,-10%[10 µM],19%,11%,-13%
COc1cccc(C(=O)OCn2nnc3ccccc3c2=O)c1OC,8%,nt,nt,-11%,-5%[9.22 µM],nt,nt
Nc1nc(-c2ccc(Br)cc2)cs1,-9%,-2%,20%[38.3 µM],-12%[10 µM],-9%,?,15%

# Given bar-delimited: 3 of the compounds above.
Structure | CBFb RUNX1 block | Luc counter | IMPase Li cell | HTT ATP protect | HTT aggregate | SMN2 splice up | LMNA splice mod
CN(C(=O)COC(=O)c1cccc(NS(=O)(=O)c2ccc(F)c(F)c2)c1)C1CCS(=O)(=O)C1 (stereo not given) | 23% | 1% | 16% | -17% | 17% | ? | -28%[46 µM]
COc1ccc(S(=O)(=O)Nc2ccccn2)c(C)c1C | 4% | 0% | 15%[38.3 µM] | 0% | 8% | nt | -7%
Cc1ccc2c(COC(=O)C3=COCCO3)cc(=O)oc2c1 | 2% | -5% | -8%[38.3 µM] | -1%[10 µM] | 11% | ? | 5%

# Entries of single compounds, quoted from the list:
# Shown for O=C(NCC(=O)N(Cc1ccccc1)C(C(=O)NC1CCCCC1)c1ccco1)c1ccco1 (stereo not given) : CBFb RUNX1 block: 3%; Luc counter: 2%; IMPase Li cell: -13%; HTT ATP protect: -10%[10 µM]; HTT aggregate: 19%; SMN2 splice up: 11%; LMNA splice mod: -13%
# Shown for CN(C(=O)COC(=O)c1cccc(NS(=O)(=O)c2ccc(F)c(F)c2)c1)C1CCS(=O)(=O)C1 (stereo not given) : CBFb RUNX1 block: 23%; Luc counter: 1%; IMPase Li cell: 16%; HTT ATP protect: -17%; HTT aggregate: 17%; SMN2 splice up: ?; LMNA splice mod: -28%[46 µM]
